BAZ2B inh: qHTS Assay for Inhibitors of BAZ2B | Potency, µM (highest dose often 114 µM), for inactives: at the highest dose activity change, negative = inhibition, hits mostly inhibitors | AID 504333, 2011 | AlphaScreen BAZ2B-H3K14Ac peptide displacement | 360,000 tested, 4.4% active; further: on the % scale 0 is the no-effect control and ±100 the full control effect; nearly all actives have a fitted effect of over 60% in size
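Protein-peptide AlphaScreen: BAZ2B 50 nM, b-H3K14Ac 50 nM, 1x PBS pH 7.4 + 0.01% Tween-20. Preincubation 30 min RT; cpd 30 min RT (top 110 uM); beads 20 min RT, light-protected.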
GLS inh: qHTS for Inhibitors of Glutaminase (GLS) | GLS enzymatic activity, qHTS titration | Potency, µM (doses to about 45.5 µM), without a hit: at the top dose activity change, negative = inhibition, actives largely listed as inhibitors | 410,000 tested, 0.21% active | AID 624170, 2012; further: on the % scale 0 is the no-effect control and ±100 the full control effect
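hKGA; 45 mM KH2PO4 pH 8.2 + 0.02% Tween-20; cpd via pin tool; 1 mM Gln soln; GluOx/HRP/Amplex Red; RT 30 min; fluor. t0 & final.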
Tb PGK inh: qHTS Assay to Find Inhibitors of Phosphoglycerate Kinase; 380,000 tested, 0.043% active; AID 602233, 2012; Phosphoglycerate kinase, glycosomal (Trypanosoma brucei brucei), P07378; Potency, µM (top dose mostly 57.5 µM), for inactives: at the top dose activity change, negative = inhibition, hits mostly inhibitors; PGK/GAPDH coupled, Kinase-Glo luminescence, 60 min; further: on the % scale 0 is the no-effect control and ±100 the full control effect; nearly all actives have a fitted effect of over 60% in size
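Luminescent ATP detection (Kinase-Glo Plus) follows a 60-minute room-temperature incubation, with wells lacking PGK as controls. Buffer: 100 mM TEA (pH 7.6), 5 mM MgCl2, 0.01% Tween-20. Coupling enzyme GAPDH (100 nM final) supplies unstable 1,3-BPG in-well.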
BLM inh: qHTS Assay for Inhibitors of Bloom's syndrome helicase (BLM) | RecQ-like DNA helicase BLM (Homo sapiens), P54132 | recombinant BLM DNA unwinding, fluorescence dequenching | Potency, µM (series often up to 56.1 µM), without a hit: at the highest dose activity change, negative = inhibition, hits mostly inhibitors | 350,000 tested, 0.2% active | AID 2528, 2010;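 further: plate controls were vehicle for no effect and no enzyme for full effect; nearly all actives have a fitted effect of over 35% in size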
Pin1 inh: qHTS Assay to Find Inhibitors of Pin1 | Pin1 FP peptide displacement, HiFluor488, 10 min | Peptidyl-prolyl cis-trans isomerase NIMA-interacting 1 (Homo sapiens), Q13526 | Potency, µM (highest dose often 115 µM), inactives show at the top dose activity, negative = inhibition, hits mostly inhibitors | 390,000 tested, 0.009% active; active means well fitted inhibition curve with a large enough effect in the polarisation, with a control signal flat, not every such curve was filed as active; inconclusive means small, poorly fitted or top-dose-only effect, or effect the other way, or a change in a side signal; inactive means no such curve, though single readings can be large or run the other way; the % refers to the polarisation; further: on the % scale 0 is the no-effect control and ±100 the full control effect
Target sequence (Q13526 whole entry, looked up): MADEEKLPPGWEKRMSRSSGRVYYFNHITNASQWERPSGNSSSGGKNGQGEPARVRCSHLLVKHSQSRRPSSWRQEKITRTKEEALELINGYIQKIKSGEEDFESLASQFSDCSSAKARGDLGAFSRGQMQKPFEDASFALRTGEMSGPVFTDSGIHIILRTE
Pol iota inh: qHTS for Inhibitors of Polymerase Iota; Pol iota fluorescent replication assay, 10 min; Potency, µM (highest dose often 115 µM), inactives show at the top dose activity, negative = inhibition, actives largely listed as inhibitors; 390,000 tested, 1% active; AID 588590, 2011
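Pol iota at 10 nM preincubated 15 min with compounds at room temperature; reaction started with fluorescent substrate, 50 nM final. Fluorescence read kinetically at 0 and 10 min; buffer-only wells as negative control.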
G9a inh: qHTS Assay for Inhibitors of Histone Lysine Methyltransferase G9a. G9a H3K9 monomethylation, AlphaScreen, 2 h. Potency, µM (top dose mostly 102 µM), for inactives: at the top dose activity, negative = inhibition, hits mostly inhibitors. 350,000 tested, 8.8% active. AID 504332, 2011; further: on the % scale 0 is the no-effect control and ±100 the full control effect; nearly all actives have a fitted effect of over 75% in size
Target sequence (Q96KQ7 913-1193 limits assumed): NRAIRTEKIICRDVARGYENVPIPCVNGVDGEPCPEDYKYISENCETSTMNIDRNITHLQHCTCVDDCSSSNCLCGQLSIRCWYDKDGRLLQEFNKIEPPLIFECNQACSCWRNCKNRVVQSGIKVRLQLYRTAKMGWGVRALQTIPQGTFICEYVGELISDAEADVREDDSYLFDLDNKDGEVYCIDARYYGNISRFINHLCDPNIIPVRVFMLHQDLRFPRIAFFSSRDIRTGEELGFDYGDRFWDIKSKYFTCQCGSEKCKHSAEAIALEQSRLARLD
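Signal arises when biotinylated H3K9 peptide, once monomethylated, bridges streptavidin donor and antibody-captured acceptor beads. Enzyme at 20 nM was preincubated 15 min with test compounds; peptide 500 nM and SAM 20 uM then reacted for 2 h.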
HP1b chromo inh: HTS for Inhibitors of HP1-beta Chromodomain Interactions with Methylated Histone Tails; Potency, µM (highest dose often 114 µM), for the others: top-dose activity change, negative = inhibition, hits mostly inhibitors; 390,000 tested, 0.56% active; AID 540317, 2011; AlphaScreen HP1-beta / biotin-H3K9me3 peptide binding; further: nearly all actives have a fitted effect of over 70% in size; inactives centre near 23
Target sequence (P83916 whole entry, looked up): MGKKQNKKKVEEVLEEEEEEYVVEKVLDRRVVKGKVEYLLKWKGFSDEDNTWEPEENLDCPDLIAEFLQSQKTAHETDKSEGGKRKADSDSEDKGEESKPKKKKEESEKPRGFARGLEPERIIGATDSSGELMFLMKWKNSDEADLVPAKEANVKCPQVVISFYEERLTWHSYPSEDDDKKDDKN
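AlphaScreen: HP1-beta (50 nM) preformed 30 min with biotin-H3(1-18)K9me3 peptide (50 nM) in PBS pH 7.4, 0.01% Tween-20. Compound added for 30 min at RT, then streptavidin donor/nickel chelate acceptor beads (10 ug/mL) for 30 min.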
JMJD2A Tudor inh: qHTS Assay for Inhibitors of JMJD2A-Tudor Domain | AlphaScreen JMJD2A-Tudor / H3K4me3 peptide binding | 390,000 tested, 4.4% active | AID 504339, 2011 | Potency, µM (highest dose often 114 µM), without a hit: at the top dose activity change, negative = inhibition, most hits filed as inhibitors; further: on the % scale 0 is the no-effect control and ±100 the full control effect; nearly all actives have a fitted effect of over 50% in size
* marks the source's active call; other numbers are inactive results; i = inactive; ? = inconclusive; . = not tested or not shown; & = joins results of further samples; [ ] = dose if it differs, or a comment. Unless noted, the call rests on the fitted dose curve; in most records, active means well fitted curve in the direction sought with a large enough effect; inconclusive means small, poorly fitted or top-dose-only effect, or another doubt; inactive means no such curve, though single readings can be large; an effect the other way counts as inactive or inconclusive. Potency means the concentration at half of the fitted maximal effect. These rows are one share of the data. The share of hits here may be higher or lower than overall.

BAZ2B inh | GLS inh | Tb PGK inh | BLM inh | Pin1 inh | Pol iota inh | G9a inh | HP1b chromo inh | JMJD2A Tudor inh | Compound
3% | 6% | -1% | 0% | 13% | 46%[activator] | -4% | 33% | -5% | COc1ccc2c(c1)CCc1cn3ncc(C#N)c3nc1-2
. | 0% | -13% | . | 0% | 57%[activator] | . | 24% | -13% | CC(C)(C)OC(=O)NCc1ccc(CNC(=O)c2ncn(Cc3ccccc3)c2C(=O)NCc2ccc(CNC(=O)OC(C)(C)C)cc2)cc1
-4% | -1% | 5% | -6% | 4% | 7% | -3%[59 µM] | 32% | 5% | Cc1nnc(N2CCC(C(=O)Nc3ccc(F)cc3)CC2)c2nn(-c3ccc(Cl)cc3)c(C)c12
-19% | 1% | 7% | -1% | 16% | 11% | 1%[59 µM] | 73%[activator] | -18% | COc1ccc(-c2noc(CSc3nnc(-c4ccncc4)n3-c3ccccc3)n2)cc1
2% | -6% | 4% | -7% | 1% | 14% | -5%[12.7 µM] | 52%[activator] | -1%[11.4 µM] | O=C(COC(=O)CCN=C1NS(=O)(=O)c2ccccc21)NC1CCCCCCC1
-5% | -1% | -1% | -4% | -10% | -18% | . | 33% | -12% | COC(=O)c1cc(-c2ccc(C)cc2)n[nH]1
? | -2% | . | 2% | -2% | 12% | 8%[59 µM] | 20% | 5% | Cc1ccc(C(=O)Nc2c(C(=O)NCc3ccc(Cl)cc3)sc3nc(C)cc(C)c23)cc1
-4% | -3% | -3% | 1% | 1% | 4% | 5%[59 µM] | 29% | 0% | Cc1c(C(=O)N(C)C)sc2c1c(=O)n(-c1ccc(F)cc1)c(=O)n2Cc1ccccc1C#N
-5% | 12% | -8% | -2% | 1% | 9% | 35% | 32% | -10% | Cc1ccccc1N1CCN(C2CCCN(C(=O)CCN3CCCO3)C2)CC1 (stereo unspecified)
-17%[57.1 µM] | -6% | -3% | 0% | -5% | -8% | 7% | 63%[activator] | -15% | COc1cccc(CNS(=O)(=O)c2c(C(=O)N3CCCCC3)c(C)n(C)c2C)c1
? | 20%&15% | -8% | 5% | 8%&-2% | 18%&-15% | -17%[59 µM] | -8%&-8% | ? | Cc1ccc2c(c1)c1c3n2CCNC3CCC1 (stereo unspecified)
10% | 3% | -12% | -2% | -7% | 0% | -9%[12.7 µM] | 30% | 14% | Cc1nnc2ccc(N3CCCC3)nn12
0% | 2% | 2% | 0% | 2% | 27% | -26%[12.7 µM] | 28% | -8% | COC(=O)c1ccccc1NC(=O)NCc1cccnc1
-19% | -16% | -2% | 0% | 7% | -4% | 4%[59 µM] | 34% | -23% | COc1ccc(CCNC(=O)CCc2c(C)nc3cc(-c4ccc(Cl)cc4)nn3c2C)c(OC)c1
-8% | -2% | 1% | 2% | 2% | 41%[activator] | 0% | 32% | 2% | CCc1ccc(-n2cnc3cc(C(=O)NCC(OC)OC)ccc32)cc1
. | -10% | -2% | . | -4% | -13% | . | 6%[57 µM] | -27% | O=C(O)C1(C(=O)O)CCCC1
? | 11% | . | 0% | ? | 21% | -36%[59 µM] | 38%[activator] | -35% | CCc1nc(Nc2ccc3nccnc3c2)c2oc3ccccc3c2n1
-27% | 1% | ? | -1% | 1% | 9% | -22% | 39%[activator] | ? | Cc1csc(NC(=O)c2cn3ccccc3n2)n1
12% | -7% | i | -1% | 10% | -15% | -7%[59 µM] | 59%[activator] | 5%[57.1 µM] | CC(C)c1nc2oc3c(NCC4CCCO4)ncnc3c2c2c1CCC2 (stereo unspecified)
9% | 7% | -7% | -10% | 17% | -11% | -27%[59 µM] | 25% | 4% | C[C@H](NC(=O)c1ccccc1Cl)C(=O)OC(C(=O)Nc1cc(C(F)(F)F)ccc1Cl)c1ccccc1 (stereo partly specified)
-13% | -15% | i | 2% | 3% | 2% | 4% | 33% | -6% | O=C(Nc1ccccc1C(=O)N1CCCCCC1)c1ccccc1
4% | 3% | -2% | 3% | -2% | -5% | 8.9µM* | 4% | 45µM* | COc1cccc(-n2c(Cn3nc(C(F)F)cc3C(F)F)n[nH]c2=S)c1
3%[57.1 µM] | -5% | -3% | -4% | 13% | -3% | ? | 23% | -3% | CCOc1ccc(C2C(C(=O)Nc3ccc(C)cc3C)=C(C)Nc3c(C(=O)Nc4ccc(C)cc4)cnn32)cc1OC (stereo unspecified)
-11% | 3% | i | -4% | -5% | 25% | . | 2% | -17% | S=C(Nc1nc2c(s1)CCCC2)NC1CC1
-16% | -9% | -1% | -3% | ? | -1% | ? | 13% | -23% | COc1ccc(NC(=O)/C=C/c2cccc(Br)c2)cn1
? | 0% | -1% | 0% | -10% | 26% | -11% | -11% | ? | CCOCCn1c(=O)c2c(nc3n2CC(C)CN3Cc2ccccc2)n(C)c1=O (stereo unspecified)
-1% | 8% | -9% | 1% | 3% | 4% | -1%[59 µM] | 32% | 6% | CC1CCC(N2CC(=O)N(C3CCCCC3)C(c3ccc(F)cc3)C2=O)CC1 (stereo unspecified)
1% | 6% | -3% | -7% | 10% | -3% | -7% | 23% | 19% | C=CCC1(CC=C)CCCN1C(=O)c1cc(COc2ccccc2SC)on1
? | 30%[activator] | i | -3% | 2% | 47%[activator] | ? | 1% | -33% | COc1ccc(Nc2ncnc3sc(C)cc23)cc1
26% | -1% | 6% | -12% | ? | 11% | 25%[59 µM] | 85%[activator] | 31% | CC1CCN(S(=O)(=O)c2ccc3nc(Nc4cccc(F)c4)ccc3c2)CC1
-28% | 3% | i | -5% | 29% | 5% | -36%[59 µM] | 45% | 5µM* | Cc1cc(C)c(S(=O)(=O)Nc2cccc(-c3cn4ccccc4n3)c2)c(C)c1
50µM* | -1% | -8% | -2% | 5% | ? | 18µM* | 20% | 20µM* | Nc1nc(C(=O)N2CCOCC2)nn1S(=O)(=O)c1ccccc1
0% | -4% | 0% | -6% | -7% | ? | 3%[59 µM] | 29% | -2% | COC(=O)C1=C(C)NC(C)=C(C(=O)OC)C1c1ccc(OC(=O)c2ccco2)cc1
5% | 3% | -6% | -1% | ? | 8% | 8.9µM* | -49% | ? | Cc1ccccc1N1C(=O)c2sc3nc4c(c(=O)n3c2C1=O)CCC4
2% | 7% | 14% | -2% | 6% | 13% | 28% | 17% | -4% | COc1ccccc1NC(=O)CCCN1C(=O)C2CC=CCC2C1=O (stereo unspecified)
? | 22% | -1% | -4% | -12% | 30%[activator] | 28µM* | 1% | -16% | CN1CCN(C2=C(NS(=O)(=O)c3ccccc3)C(=O)c3ccccc3C2=O)CC1
11% | -7% | 0% | -8% | -17% | 5% | 64%[activator][59 µM] | 31%[activator] | 4% | O=c1c2ccccc2nc(/C=C/c2ccccc2)n1CCc1ccccc1
-4% | -9% | -7% | 2% | -3% | 15% | -8% | 43%[activator] | -1% | COc1ccc(C(C#N)N2CCCCCC2)cc1OC (stereo unspecified)
5% | -2% | 4% | -8% | 0% | 49%[activator] | 50% | 109%[activator] | 65%[activator] | Cc1cccc(C)c1N1CCN(S(=O)(=O)N2CCCCC2)CC1
5% | 3% | -3% | . | 3% | 16% | -1% | 49%[activator] | 23% | Cc1ccc(S(=O)(=O)NCCC2=CCCCC2)cc1
? | -14% | 10% | -4% | 3% | 3% | -39%[59 µM] | 24% | -15% | CC(=O)c1ccc(NC(=O)CSc2cn(CC(=O)N3CCCCCC3)c3ccccc23)cc1
10% | 9% | 4% | -2% | 1% | 8% | ? | 21% | -1% | CSc1ccccc1C(=O)NCc1ccc(S(N)(=O)=O)cc1
-3% | 4% | -10% | -7% | 6% | 1% | -9% | 27% | -11% | CCSc1nnc(NC(=O)CSc2nnc(Cc3cccn3C)n2-c2ccc(F)cc2)s1
45µM* | 7% | -4% | -1% | 0% | ? | ? | ? | ? | C/C(=N\Nc1nc2c(s1)CCCC2)c1ccccc1
-14% | 1% | -1% | -7% | 31%[activator] | 64%[activator] | 9% | 20% | -23% | CCN(CC(=O)NCc1ccc(Cl)cc1)C(=O)Cc1ccccc1[N+](=O)[O-]
-6% | -2% | -3% | -6% | 4% | ? | -18%[59 µM] | 13% | -25% | CCCSc1nnc2nc3c(nn12)c1ccccc1n3C
6% | -1% | -5% | . | 0% | 29% | -44% | 22% | -11% | CC1C(=O)N2CCCc3cc(NC(=O)c4ccccc4C(F)(F)F)cc1c32 (stereo unspecified)
. | 8% | i | -10% | 4% | -9% | -30%[59 µM] | 22% | -15% | COc1cccc(CNC(=O)c2cc3c(-c4ccccc4F)nn(C)c3s2)c1
-3% | 2% | -13% | -5% | -2% | 76%[activator] | 10%[59 µM] | 13% | -13% | c1ccc(-c2nnc(NC3=NCCC3)o2)cc1
. | 12% | i | -3% | -4% | 13% | -4%[59 µM] | 33%[activator] | -23% | COc1ccc(C(=O)N2CCC(C(=O)Nc3ccc(OC)c(OC)c3)CC2)cc1

Looked up one by one from the list above, 5 records:
BAZ2B inh | GLS inh | Tb PGK inh | BLM inh | Pin1 inh | Pol iota inh | G9a inh | HP1b chromo inh | JMJD2A Tudor inh | Compound
10% | 9% | 4% | -2% | 1% | 8% | ? | 21% | -1% | CSc1ccccc1C(=O)NCc1ccc(S(N)(=O)=O)cc1
5% | 3% | -6% | -1% | ? | 8% | 8.9µM* | -49% | ? | Cc1ccccc1N1C(=O)c2sc3nc4c(c(=O)n3c2C1=O)CCC4
5% | -2% | 4% | -8% | 0% | 49%[activator] | 50% | 109%[activator] | 65%[activator] | Cc1cccc(C)c1N1CCN(S(=O)(=O)N2CCCCC2)CC1
? | 22% | -1% | -4% | -12% | 30%[activator] | 28µM* | 1% | -16% | CN1CCN(C2=C(NS(=O)(=O)c3ccccc3)C(=O)c3ccccc3C2=O)CC1
5% | 3% | -3% | . | 3% | 16% | -1% | 49%[activator] | 23% | Cc1ccc(S(=O)(=O)NCCC2=CCCCC2)cc1
